M. tuberculosis GlmU: inhibition of mycobacterial GlmU enzyme – biochemical, glucosamine-1-phosphate acetyltransferase (AID 1376); Bifunctional protein GlmU (Mycobacterium tuberculosis (strain ATCC 25618 / H37Rv)); M. tuberculosis GlmU acetyltransferase enzyme assay; higher % means a stronger effect; one-dose inhibition, %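 (tested at 30 µM in the primary screen)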; IC50 in µM for titrated hits; actives 0.25% (n = 220,000); in the data active = inhibition above about 13%;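 also: 0% = complete reaction with vehicle and 100% = reaction without substrate; strong numbers were not always called active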
RmlCD inh 1536: M. tuberculosis RmlC/RmlD coupled enzyme inhibitors, primary screen, biochemical, compound mixtures, 384-well, from 1536-well plates; dTDP-4-dehydrorhamnose reductase (Mycobacterium tuberculosis (strain ATCC 25618 / H37Rv)) …; RmlC+RmlD coupled enzyme assay, percent inhibition; primary screen in compound mixtures; inhibition, % at 3.6 µM; actives 0.03% (n = 160,000); AID 1533, 2009; in the data active = inhibition mostly above about 34%, no sharp cut-off; also: some results filed as inactive read as strong as hits
Target sequence (P9WH09 whole entry, looked up): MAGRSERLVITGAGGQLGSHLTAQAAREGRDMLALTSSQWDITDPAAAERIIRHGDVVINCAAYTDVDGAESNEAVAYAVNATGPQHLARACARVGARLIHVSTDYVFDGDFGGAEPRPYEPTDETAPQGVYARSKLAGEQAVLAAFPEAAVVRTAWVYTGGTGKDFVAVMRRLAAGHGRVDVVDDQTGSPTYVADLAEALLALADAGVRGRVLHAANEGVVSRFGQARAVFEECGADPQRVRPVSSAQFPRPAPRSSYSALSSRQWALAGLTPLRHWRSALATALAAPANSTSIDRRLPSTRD
Target sequence (P9WH11 whole entry, looked up): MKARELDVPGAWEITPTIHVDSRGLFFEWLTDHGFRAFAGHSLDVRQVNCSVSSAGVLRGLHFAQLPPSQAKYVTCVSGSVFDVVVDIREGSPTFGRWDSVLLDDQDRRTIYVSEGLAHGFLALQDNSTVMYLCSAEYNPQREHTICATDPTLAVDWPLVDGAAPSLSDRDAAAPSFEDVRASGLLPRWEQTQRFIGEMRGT
Numbers without * were called inactive; / = not tested or not shown. An excerpt. The share of hits here may be higher or lower than overall.

Order of values – M. tuberculosis GlmU | RmlCD inh 1536
> O=C(c1ccc(S(=O)(=O)NCc2ccco2)cc1)N1CCCC1
→ -4.2% | /
> COc1ccc(N(CC(=O)Nc2ccc3c(c2)OCO3)S(=O)(=O)c2ccc(C)cc2)cc1OC
→ 0.9% | 9
> O=C(O)c1cccc(NS(=O)(=O)c2ccc3nnn(O)c3c2)c1
→ -2.4% | /
> O=C(CSc1nc2cc(S(=O)(=O)N3CCOCC3)ccc2o1)Nc1c(F)cccc1F
→ 2.6% | -5
> Nc1cc(S(=O)(=O)C(F)(F)F)ccc1C(=O)O
→ -1.5% | 2
> CCOc1ccc2nc(SCC(=O)c3cccs3)sc2c1
→ 4.7% | -9
> COc1ccc2[nH]cc(C(=O)N3CCCCC3)c(=O)c2c1
→ -3.6% | 0
> O=c1c([N+](=O)[O-])cccn1Cc1ccccc1Cl
→ 5.0% | 6
> Cc1ccc(Nc2nnc(SCC(=O)Nc3cccc(S(=O)(=O)N4CCCCC4)c3)s2)cc1
→ -0.4% | -6
> CSc1n[nH]c(NCc2ccccc2)n1
→ 1.4% | -10
> Cc1nc2ccccn2c1C(=O)NCCCN1CCOCC1
→ -2.1% | 6
> CC1CCN(C(=O)Cn2cnc3c(cnn3C(C)(C)C)c2=O)CC1
→ -1.7% | 11
> O=C(Nc1ccc(S(=O)(=O)N2CCCCC2c2cccnc2)cc1)c1ccccc1F (stereo not drawn)
→ 3.4% | 3
> CC1CCCC(C)N1CCCNC(=O)Cn1cc2c(n1)CCCC2 (stereo not drawn)
→ -6.4% | -5
> Cc1cccc(/C=C/C(=O)c2ccc(NC3=NCCCS3)cc2)c1
→ 0.4% | -7
> Cc1ccc(C(=O)NCC(=O)OCC(=O)Nc2ncc(C(F)(F)F)cc2Cl)cc1
→ 0.3% | 3
> C/C=C/CSc1nc2c(c(=O)[nH]c(=O)n2C)n1C(C)C
→ 2.8% | 9
> Cc1cc(C)c(S(=O)(=O)NCCn2ccc3ccccc32)c(C)c1
→ -0.8% | -10
> O=C(Nc1ccc(S(=O)(=O)N2CCCCC2)cc1)c1ccncc1
→ -6.8% | 10
> COc1ccc(/C=N/Nc2nc(Nc3ccccc3)nc(N3CCCC3)n2)cc1
→ 4.7% | 2
> CCOC(=O)C1(CCc2ccccc2)CCN(Cc2ccccn2)CC1
→ -0.1% | /
> CCN1CCc2c(sc(NC(=S)NC(=O)c3ccc(Cl)cc3)c2C(N)=O)C1
→ 1.2% | /
> Cc1ccc(C(=O)NC2CCCCC2)cc1
→ -0.9% | /
> COc1ccc(CC(=O)NC(C)c2nnc(SCC(=O)c3ccc(OC)cc3)n2C)cc1 (stereo not drawn)
→ 0.3% | 5
> COCC(=O)Nc1nc2n(n1)C(c1ccccc1Cl)CC(c1ccc(OC)cc1)N2 (stereo not drawn)
→ -1.7% | 2
> N#Cc1cn(Cc2ccccc2)c2ccccc12
→ 6.9% | 3
> COC(=O)c1c(-c2ccccc2)csc1NC1=NS(=O)(=O)c2ccccc21
→ 2.1% | 28
> CCOC(=O)c1c(NC(=O)C(=O)N/N=C/c2ccccc2OC)sc2c1CCCCC2
→ 12% | 11
> COc1ccccc1OCCCCN1CCN(c2ccccc2OC)CC1
→ 5.0% | -5
> O=C(COC(=O)c1ccc(O)cc1)Nc1ccc(Cl)cc1C(=O)c1ccccc1
→ 0.2% | 9
> Cc1cc(C(=O)Nc2c(C)nn(Cc3c(Cl)cccc3Cl)c2C)no1
→ 0.6% | 0
> O=C(CCCCn1c(=O)c2ccccc2n(Cc2ccccc2)c1=O)NC1CCN(Cc2ccccc2)CC1
→ -6.8% | -7
> O=C(C1CCN(S(=O)(=O)c2cccc3cccnc23)CC1)N1CCN(c2ccccn2)CC1
→ / | 27
> CNC(=O)Cc1csc2ccc(Cl)cc12
→ 1.6% | -5
> N#Cc1ccc(/C=N/N=C(N)N)cc1
→ 5.6% | 14
> N#C[C@H]1C2OC2c2ccccc2N1C(=O)c1ccccc1 (stereo partly drawn)
→ 0.0% | /
> CC(=O)c1c(C)[nH]c(C(=O)COC(=O)CNS(=O)(=O)c2ccccc2)c1C
→ 0.3% | 3
> Nc1nnc(CC(=O)N/N=C/c2cc([N+](=O)[O-])cc(Br)c2O)s1
→ 4.5% | 26
> COc1cccc(NC(=O)N2CCN(c3ccc(C(F)(F)F)cn3)CC2)c1
→ / | 11
> O=C(NC(=S)Nc1ccc2[nH]c(=O)[nH]c2c1)c1cncc(Br)c1
→ -0.5% | 2
> CCOc1ccc(C)cc1S(=O)(=O)NC1CCCCC1
→ -4.5% | /
> CN(CCCC(=O)Nc1ccncc1)S(=O)(=O)c1ccc(Cl)cc1
→ -0.7% | -4
> c1ccc(CN2CCC(Nc3ncnc4sccc34)CC2)cc1
→ -1.8% | 4
> C=CCn1c(SCC(=O)NCCCC)nc2scc(-c3ccco3)c2c1=O
→ 3.4% | 14
> CC(=O)c1c(C)[nH]c(C(=O)OCn2nnc3ccccc3c2=O)c1C
→ -0.9% | -6
> C#CC(C)(CC)NC(=O)c1cc2nc(C3CC3)cc(C(F)(F)F)n2n1 (stereo not drawn)
→ -2.7% | -10
> Cc1ccc(-c2nn(-c3ccccc3)cc2/C=C(\C#N)c2cccc(C#N)c2)o1
→ -3.7% | 7
> O=C(CSc1nc2c(cnn2-c2ccc(F)cc2)c(=O)[nH]1)N1CCCCC1
→ -0.9% | 6
> CCCNc1nc(N2CCOCC2)nc(N2CCOCC2)n1
→ 2.9% | -6
> COc1ccc(CC(=O)NC(C)c2nnc(SCC(=O)Nc3ccccc3)n2C)cc1 (stereo not drawn)
→ -4.7% | 3
> COc1ccc(C2=NOC3(CC(=O)N(c4ccc(Cl)cc4)C3=O)C2)c(OC)c1 (stereo not drawn)
→ 2.8% | /
> CCOC(=O)CCNC(=O)CCNC(=O)C(c1ccccc1)c1ccccc1
→ 9.8% | -12
> CCn1c(=N)c(S(=O)(=O)c2ccc(C)cc2)cc2c(=O)n3ccccc3nc21
→ 1.2% | -4
> COc1ccc(CN2CNc3c(c(=O)n(C)c(=O)n3C)C2)cc1
→ 5.7% | /
> CC(C)CCNC(=O)NC(=O)CSc1ncccn1
→ -1.1% | 4
> O=C(CCNS(=O)(=O)c1ccc(Cl)cc1)NCc1cccs1
→ -1.5% | 10
> Cc1ccc(-n2c(-c3cc(-c4ccco4)[nH]n3)n[nH]c2=S)c(Br)c1
→ 7.2% | 11
> O=C(NNS(=O)(=O)c1ccccc1[N+](=O)[O-])c1ccc(F)cc1
→ 6.4% | -4
> COc1cc2c(cc1NC(=O)C1CCCO1)oc1ccccc12 (stereo not drawn)
→ -0.5% | /
> CCOc1cc(NC(=S)NCc2ccco2)c(OCC)cc1NC(=O)CC(C)C
→ -2.1% | 10

Later entries
Compound	M. tuberculosis GlmU	RmlCD inh 1536
NC(=O)c1ccc(Oc2ccc(C(N)=O)cc2)cc1	1.9%	/
COc1ccc(C(CNC(=O)CCOc2ccccc2)N(C)C)cc1 (stereo not drawn)	-3.5%	-8
CNC(=S)N1CCN(c2ccc(Cl)c(Cl)c2)CC1	-11%	/
O=C(/C=C/c1ccc(F)cc1)NCCc1ccc2c(c1)OCCO2	-6.5%	14
O=C1CC(c2ccccc2)Cc2nc(N3CCc4ccccc4C3)ncc21 (stereo not drawn)	5.2%	9
COC(=O)c1ccc(CSc2nnnn2Cc2ccccc2)cc1	-3.1%	/
CCN(CC)CCP(=O)(c1ccccc1)c1ccccc1	0.8%	-6
CC(=O)Nc1nc(-c2ccc3c(c2)CCO3)cs1	-3.1%	-6
S=C1NCCOCCOCCOCCNC(=S)NCCOCCOCCOCCN1	-3.8%	/
N/C(=N\S(=O)(=O)c1ccccc1)c1ccc([N+](=O)[O-])cc1	-5.6%	-6
CSc1nnc(-c2ccc(S(=O)(=O)N3CCCC3)cc2)n1C	-1.9%	5
O=C(Nc1ccccc1NS(=O)(=O)c1ccc(F)cc1)C1CCCC1	5.4%	-10
COC(=O)C1CCN(c2cnccn2)CC1	1.0%	/
CCOC(=O)c1sc2nc(CC(=O)OC)nc(N(C)CCc3ccccn3)c2c1C	-0.1%	7
C/C(=N\NC(=O)c1n[nH]c2c1CCC2)c1ccco1	6.3%	10

Overlap with the part before: five entries; new compounds follow.
Compound	M. tuberculosis GlmU	RmlCD inh 1536
CSc1nnc(-c2ccc(S(=O)(=O)N3CCCC3)cc2)n1C	-1.9%	5
O=C(Nc1ccccc1NS(=O)(=O)c1ccc(F)cc1)C1CCCC1	5.4%	-10
COC(=O)C1CCN(c2cnccn2)CC1	1.0%	/
CCOC(=O)c1sc2nc(CC(=O)OC)nc(N(C)CCc3ccccn3)c2c1C	-0.1%	7
C/C(=N\NC(=O)c1n[nH]c2c1CCC2)c1ccco1	6.3%	10
CCOCCCn1c(=S)[nH]c2cc(C(=O)N3CCN(C)CC3)ccc2c1=O	2.8%	/
CCn1c(CSc2nc(C)cs2)nc2cc(S(=O)(=O)N(C)C)ccc21	2.5%	-8
O=C(/C=C/c1cccc([N+](=O)[O-])c1)NCCSCc1ccc(Cl)cc1	1.4%	/
CCOc1ccccc1N1CCN(S(=O)(=O)c2ccc3c4c(cccc24)C(=O)N3)CC1	5.1%	-13
COc1ccc(C2NC(c3ccc(OC)c(OC)c3OC)C(C)C(=O)C2C)c(OC)c1OC (stereo not drawn)	0.7%	9
CN(C)c1ccc(C2N3CC4(C)CN2CC(C)(C3)C4O)cc1 (stereo not drawn)	-9.0%	5
CC(=O)Oc1ccc(/C=c2\sc3ncnn3c2=O)cc1	-2.7%	11
O=C(Nc1nnc(C2CCCO2)s1)c1ccc(Br)cc1 (stereo not drawn)	1.1%	11
COc1ccc2cc(OC)c(C(=O)N3CCOCC3)cc2c1	-1.8%	4
Cc1cc(OCc2nn[nH]n2)c2c3c(c(=O)oc2c1)CCC3	0.1%	-8
CCN(CC)C(=O)c1ccc(N)cc1	6.4%	7
Cc1ccc(OCC(=O)N2CCN(C3CCC(c4ccccc4)CC3)CC2)cc1 (stereo not drawn)	-0.1%	3
CC(=O)c1c(C)n(CCCOC(C)C)c2ccc(O)cc12	-2.1%	/
c1ccc(Nc2nc(N3CCOCC3)nc(N3CCOCC3)n2)cc1	-2.7%	/
Cn1c(SCC(=O)Nc2nc3ccccc3s2)nnc1-c1ccccc1	/	-1
COc1cccc(CNC(=O)c2cc3c(C)nc4ccccc4c3o2)c1	-6.7%	6
CCSc1nnc(-c2ccc(OC)cc2)o1	-0.2%	-8
COc1ccccc1NC(=O)CNC(=O)c1ccccc1	-4.9%	-1
Cc1sc2ncnc(SCC(=O)N(C(C)C)C(C)C)c2c1C	2.5%	3
O=[N+]([O-])c1ccc(/C=C2\CCC(C3=CCCC3)=C2N2CCOCC2)cc1	-1.4%	38
O=S(=O)([O-])CCC[N+]1(CC#Cc2ccccc2)CCCCC1	4.1%	-1
COC(=O)c1ccc(COc2ccc(C=O)cc2OC)o1	2.8%	10
CC(=O)c1ccc(Nc2ccc(-c3ccccc3F)nn2)cc1	-3.4%	6
O=C(Oc1cccc(OC(=O)N2CCCCC2)c1)N1CCCCC1	1.8%	-8
CCCNC(=O)CN(c1ccc(F)cc1)S(=O)(=O)c1ccc2c(c1)OCCO2	-4.6%	-9
Cc1occc1C(=O)N/N=C/c1cccs1	2.3%	-4
CN(C(=O)COc1ccccc1)c1nc(-c2ccc(F)cc2)cs1	-4.2%	-8
O=C(COc1ccc(F)cc1Br)N1CCN(c2ncccn2)CC1	-1.9%	/
O=C(c1ccc([N+](=O)[O-])cc1[N+](=O)[O-])N1CCCC1	2.3%	15
CC(C)COCc1ccc(O)c2ncccc12	0.0%	/

Whole records, looked up by structure. Values in the order: M. tuberculosis GlmU | RmlCD inh 1536
Cc1occc1C(=O)N/N=C/c1cccs1 across the screens: 2.3% | -4
O=C(COc1ccc(F)cc1Br)N1CCN(c2ncccn2)CC1 across the screens: -1.9% | /

Next compounds follow.
Compound	M. tuberculosis GlmU	RmlCD inh 1536
CC(=O)Nc1ccc(S(=O)(=O)NCCC(=O)Nc2ccc(C)c(Cl)c2)cc1	-4.2%	-10
O=C(Cn1cnc2c(oc3ccccc32)c1=O)c1ccccc1	3.6%	9
CCOC(=O)c1cc2sccc2n1CC(=O)O	1.5%	3
CCOC(=O)N1CCC(N2Cc3cccc(C(=O)N4CCN(c5cccc(Cl)c5)CC4)c3C2=O)CC1	-2.0%	4
Cc1cc(NC(=O)CSc2nnc(C3CC3)n2N)c([N+](=O)[O-])cc1C	6.4%	8
CCOc1ccc(OCC)c2sc(C)nc12	-0.3%	5
COc1ccc(/C=N/NC(=O)c2ccc(-c3ccccc3)cc2)cc1O	-4.0%	9
COc1ccc(OC2C(=O)N(Cc3ccc4c(c3)OCO4)C2c2cccs2)cc1 (stereo not drawn)	-1.7%	/
O=c1[nH]c(=S)n(Cc2ccc(F)cc2)c(O)c1C=NCc1ccc2c(c1)OCO2	-1.2%	9
CC(=O)NCC(=O)OC(C)C(=O)Nc1ccc(C(C)=O)cc1 (stereo not drawn)	2.5%	14
O=C1OCc2cc(NS(=O)(=O)c3cccs3)ccc21	-1.0%	6
CCN1C(=O)CSc2ccc(C(=O)NCc3ccc(OC)cc3)cc21	6.0%	-7
COc1cc(C=O)ccc1OCc1cccc(Br)c1	-1.0%	/
O=C(CC12CC3CC(CC(Br)(C3)C1)C2)NC1=NCCS1	1.9%	25
COc1ccc(F)cc1S(=O)(=O)n1nnc2ccccc21	-4.7%	-19
